esBAF inh: blocks esBAF chromatin remodeling in mouse ES cells; actives 2% (n = 350,000); Bmi1-luciferase knock-in reporter, 24 h; 100% = twice the neutral-well signal; reporter increase, % at 12.5 µM; in the data active = activation above about 40%;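 note: 0% = median of the plate's neutral control wells and 100% = double that signal; a rise in the Bmi1 reporter signal indicates esBAF inhibition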
E-selectin induc: induces E-selectin expression in human endothelial cells. activation, % at 7.58 µM. HUVEC E-selectin immunofluorescence imaging; normalized: neutral wells 0, TNF-alpha wells 100. actives 0.37% (n = 260,000). P16581;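 active = mean E-selectin-positive cell signal at least 10% of the positive control, reached in at least 60% of replicates, without over 20% cell loss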;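 note: in these data hits start at about 27%; measured in HUVEC primary endothelial cells; signal is the percent of cells scored E-selectin positive by PE staining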
Target sequence (P16581 whole entry, looked up): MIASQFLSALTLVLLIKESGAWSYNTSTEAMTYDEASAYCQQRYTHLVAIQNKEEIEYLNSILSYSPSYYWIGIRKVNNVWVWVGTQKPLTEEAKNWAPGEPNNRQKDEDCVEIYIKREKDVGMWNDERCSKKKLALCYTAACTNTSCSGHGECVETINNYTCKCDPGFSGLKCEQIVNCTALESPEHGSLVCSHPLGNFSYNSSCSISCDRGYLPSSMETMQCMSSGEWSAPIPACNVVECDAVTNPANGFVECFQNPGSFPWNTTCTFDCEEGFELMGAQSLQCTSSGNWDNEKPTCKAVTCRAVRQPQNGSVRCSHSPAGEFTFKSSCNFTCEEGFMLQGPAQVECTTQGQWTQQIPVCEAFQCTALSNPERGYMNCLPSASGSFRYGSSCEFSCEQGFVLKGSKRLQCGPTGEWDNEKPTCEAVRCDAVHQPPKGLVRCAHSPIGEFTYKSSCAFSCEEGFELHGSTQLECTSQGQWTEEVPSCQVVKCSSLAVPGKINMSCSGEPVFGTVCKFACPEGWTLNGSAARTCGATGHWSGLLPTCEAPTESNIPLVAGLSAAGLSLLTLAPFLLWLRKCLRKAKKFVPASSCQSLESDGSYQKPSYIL
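Assay system: HUVEC primary endothelial cells. Input: 3,000 HUVEC seeded per well. Doses: one compound dose added by pin transfer. Read-out basis: % PE-positive cells. Benchmarks: TNF-alpha high, DMSO low. Detection: immunofluorescence imaging. Buffer or medium: EGM-2, gelatin.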
XiGFP reactiv: activators of X-chromosome reactivation in mouse fibroblasts. XiGFP mouse fibroblasts, % GFP-positive cells imaging, 3 d; cells co-treated with 5-aza-dC sensitizer; scaled so ellipticine positive control = 100%. activation, % at 7.58 µM. actives 0.055% (n = 360,000). AID 743238;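 active = mean normalized replicate activation at least 10% and every replicate at or above 10%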;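 note: 0% = median of on-plate neutral control wells and 100% = ellipticine 6 µM median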
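material = 68-5-11 XiGFP fibroblast line | medium = DMEM plus 5-aza-dC sensitizer | schedule = 3 days compound exposure | benchmarks = positive control ellipticine, 6 µM final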
ERp5 inh: inhibitors of human ERp5. actives 0.05% (n = 350,000). ERp5 insulin aggregation, absorbance 650 nm, 90 min. inhibition, % at 9.99 µM. AID 651711;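 active = mean replicate inhibition above about 25%, with every replicate also reaching it, limit read from the data, passing the limit was not always enough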
Target sequence (Q15084 whole entry, looked up): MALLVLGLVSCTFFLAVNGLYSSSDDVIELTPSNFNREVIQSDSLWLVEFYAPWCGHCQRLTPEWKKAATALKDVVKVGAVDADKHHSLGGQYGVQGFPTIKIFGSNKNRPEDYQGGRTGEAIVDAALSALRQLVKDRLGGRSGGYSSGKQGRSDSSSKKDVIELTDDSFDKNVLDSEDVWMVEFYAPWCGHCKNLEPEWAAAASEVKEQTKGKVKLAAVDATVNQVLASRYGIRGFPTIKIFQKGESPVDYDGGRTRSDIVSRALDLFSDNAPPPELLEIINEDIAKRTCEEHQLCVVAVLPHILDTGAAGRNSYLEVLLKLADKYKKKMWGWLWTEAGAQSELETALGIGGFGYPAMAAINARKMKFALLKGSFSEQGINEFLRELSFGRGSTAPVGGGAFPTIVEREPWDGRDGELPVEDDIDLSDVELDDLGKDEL
ERAP1 HTS inh: blocks human ERAP1 aminopeptidase activity. Q9NZ08. recombinant ERAP1, Leu-AMC fluorescence, 60 min. inhibition, % at 10.7 µM. actives 0.15% (n = 340,000);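 active = mean replicate inhibition of at least 30%, or all replicates individually reaching that 30% level; inactive = mean below 30% and not every replicate reaching it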;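 note: 0% = neutral control wells and 100% = L-leucinethiol positive control wells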
S100A4 inh HTS: inhibitors of human S100A4 binding to myosin IIA peptide; AID 652163; P26447; S100A4/TAMRA-MyoIIA peptide fluorescence polarization; actives 0.14% (n = 360,000); inhibition, % at 10.7 µM;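 active = mean inhibition of at least 70% across replicates, with every replicate also reaching that level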
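Test system: S100A4 monomer protein; Medium: HEPES pH 7.2 with CaCl2, KCl, NaCl, DTT, Triton; Probe or stimulus: TAMRA-labelled myosin IIA heavy-chain peptide probe, 5 nM; Doses: one dose per compound; Times: polarization read 5 min after assay mix addition, stable 5–60 min; Benchmarks: neutral control DMSO, positive control TFP.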
RAD52 anneal inh: blocks human RAD52 DNA annealing. recombinant RAD52 DNA annealing, FRET fluorescence. inhibition, % at 18.7 µM. actives 0.46% (n = 360,000);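 active = every replicate showing at least 50% inhibition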
RAD54 inh: RAD54 (human) branch migration inhibition | AID 602329 | inhibition, % at 10.4 µM | actives 0.14% (n = 360,000) | RAD54 Holliday junction branch migration, FAM/BHQ fluorescence;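 active = mean normalized replicate activity at least 40 and at least half of replicates scoring 40 or more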;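 note: 0% = median of neutral control wells and 100% = median of positive control wells; inhibitors cause a drop in the FAM fluorescence signal; in these data hits start at about 50%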
The depositor's hits bear a star; nt = not tested or not shown; & = joins results of further samples.

Values in the order: esBAF inh | E-selectin induc | XiGFP reactiv | ERp5 inh | ERAP1 HTS inh | S100A4 inh HTS | RAD52 anneal inh | RAD54 inh
- COc1ccc(OCC(=O)Nc2ccc(C)cc2)cc1
 : -4 | nt | nt | 18 | 3 | 0 | -8 | -1
- O=C(CC1CC1)N1CC2(C1)[C@@H](c1ccccc1)[C@@H](CO)N2CC1CCOCC1
 : nt | 0.0 | 0.0 | 3 | 1 | 3 | 5 | nt
- CC(C)CNS(=O)(=O)c1ccc(S(=O)(=O)N2CCCN(Cc3ccccc3)C2)cc1
 : -1 | nt | nt | -3 | 6 | -2 | -12 | nt
- C/C(=N\Nc1ccc([N+](=O)[O-])cc1)c1ccc(N)cc1
 : -5 | nt | 0.1 | 0 | -2 | -5 | -15 | -5
- Cn1c(SCCOc2ccccc2Cl)nnc1-c1ccncc1
 : -1 | nt | nt | 1 | 0 | -2 | -11 | 3
- C=CCNC(=S)N1CCc2c([nH]c3ccccc23)C1C (configuration not stated)
 : 3 | 1.6 | 0.0 | 5 | 0 | -12 | -27 | 5
- COc1ccc(-n2ncc3c2CC(C)(C)CC3NC(=O)c2ocnc2C)cc1 (configuration not stated)
 : 6 | -0.1 | 0.1 | 5 | 1 | -1 | -2 | 0
- CC(=O)Nc1ccc2c(c1)C(=O)N(C)[C@H]1CC[C@@H](CC(=O)Nc3cn(C)nc3C)O[C@H]1CO2
 : -4 | 0.0 | 0.0 | -1 | 1 | -6 | -7 | -2
- C[C@@H]1CN([C@@H](C)CO)C(=O)Cc2cc(NC(=O)NC3CCCCC3)ccc2O[C@@H]1CN(C)CC1CCCCC1
 : -5 | -0.2 | -1.0 | 3 | nt | 9 | 6 | -10
- CCOC(=O)C1C(C(=O)OC)=C(C(=O)OC)c2ccccc2N1S(=O)(=O)C(F)(F)F (configuration not stated)
 : -9 | 0.0 | 0.0 | -1 | -3 | -20 | 10 | -18

One compound at a time, as listed above:
Record of `O=C(CC1CC1)N1CC2(C1)[C@@H](c1ccccc1)[C@@H](CO)N2CC1CCOCC1` = esBAF inh = nt; E-selectin induc = 0.0; XiGFP reactiv = 0.0; ERp5 inh = 3; ERAP1 HTS inh = 1; S100A4 inh HTS = 3; RAD52 anneal inh = 5; RAD54 inh = nt
Record of `COc1ccc(OCC(=O)Nc2ccc(C)cc2)cc1` = esBAF inh = -4; E-selectin induc = nt; XiGFP reactiv = nt; ERp5 inh = 18; ERAP1 HTS inh = 3; S100A4 inh HTS = 0; RAD52 anneal inh = -8; RAD54 inh = -1
Record of `CCOC(=O)C1C(C(=O)OC)=C(C(=O)OC)c2ccccc2N1S(=O)(=O)C(F)(F)F` (configuration not stated) = esBAF inh = -9; E-selectin induc = 0.0; XiGFP reactiv = 0.0; ERp5 inh = -1; ERAP1 HTS inh = -3; S100A4 inh HTS = -20; RAD52 anneal inh = 10; RAD54 inh = -18

Next part:
Values in the order: esBAF inh | E-selectin induc | XiGFP reactiv | ERp5 inh | ERAP1 HTS inh | S100A4 inh HTS | RAD52 anneal inh | RAD54 inh
- C[C@H](CO)N1C[C@H](C)[C@@H](CN(C)S(=O)(=O)c2ccc(F)cc2)Oc2cc(C#Cc3ccncc3)ccc2S1(=O)=O
 : -4 | nt | 0.3 | -8 | -2 | -3 | -54 | 9
- C[C@H](CO)N1C[C@H](C)[C@@H](CN(C)C(=O)c2ccc(F)cc2)Oc2ncc(C#CCN(C)C)cc2C1=O
 : 5 | 0.3 | -1.2 | -2 | 5 | 0 | -10 | 4
- CC(=O)N1CCc2ccccc2C1CC(=O)O (configuration not stated)
 : nt | -0.5 | 0.2 | -51 | 3 | -4 | 3 | nt
- C=C1[C@H]2O[C@H]2[C@@H](OC(C)=O)[C@@]2(C)[C@@H](OC(C)=O)C[C@@H](OC(C)=O)[C@@](C)(O)[C@@H]2[C@@H](OC(C)=O)[C@@]2(O)[C@@H](C)C(=O)O[C@H]2[C@H]1Cl
 : -9 | nt | 0.6 | -3 | -3 | -1 | -10 | -7
- C[C@@H](O)C#Cc1ccc2c(c1)O[C@@H](CN(C)Cc1cccnc1)[C@@H](C)CN([C@@H](C)CO)S2(=O)=O
 : -8 | -0.3 | -0.2 | 5 | 0 | 1 | -5 | -6
- O=C(Cc1ccc(O)cc1)N/N=C/c1cccs1
 : nt | 0.2 | -0.1 | 1 | 1 | 0 | -10 | -2
- Cc1nc2ccc(S(=O)(=O)Nc3cccc(-c4nc5cccnc5s4)c3C)cc2s1
 : -9 | nt | -0.4 | 6 | 1 | -4 | -69 | 1
- C[C@H](CO)N1C[C@H](C)[C@@H](CN(C)Cc2ccncc2)Oc2ccc(NC(=O)CCCN(C)C)cc2CC1=O
 : -3 | -2.0 | 0.0 | 0 | 1 | -7 | 16 | -5
- CCOC(=O)C1(C)CCCN1C(=O)c1cccc(OC)c1 (configuration not stated)
 : 0 | -0.1 | 0.1 | 3 | -3 | 2 | -61 | 11
- C[C@H]1CCCCO[C@H](CN(C)CC2CC2)[C@@H](C)CN([C@@H](C)CO)C(=O)c2cc(NC(=O)C3CCCCC3)ccc2O1
 : -1 | 0.4 | 0.3 | 1 | 1 | 2 | 31 | 6
- COc1cc(C(=O)NCCC(=O)N2CCC3(CC2)NCCc2[nH]cnc23)cc(OC)c1OC
 : 6 | nt | 0.2 | 0 | -1 | 3 | -10 | 0
- O=S(=O)(SC1=NCCN1)c1ccccc1
 : nt | -0.1 | 0.2 | 4 | 1 | 12 | -8 | nt
- CCOc1ccc(NC(=O)N2CCC(n3c(=O)[nH]c4ccccc43)CC2)cc1
 : 2 | 0.7 | 0.1 | 3 | 3 | 2 | -4 | 17
- CC1CCC(NC(=O)Cn2c(=O)oc3cc(S(=O)(=O)N4CCCC4)ccc32)CC1 (configuration not stated)
 : -2 | 0.3 | 0.0 | -3 | -5 | 2 | -17 | 1
- C[C@@H]1CN([C@H](C)CO)C(=O)c2cc(Br)cnc2O[C@@H]1CN(C)C(=O)c1cccnc1
 : 1 | -0.5 | 0.0 | -18 | -5 | -2 | -11 | 4
- Nc1ncnc2c1ncn2[C@@H]1O[C@H](CNS(=O)(=O)c2ccc3c(c2)CCN(C(=O)C(F)(F)F)C3)[C@@H](O)[C@H]1O
 : -2 | 0.2 | -0.1 | 1 | -6 | -30 | 0 | 4
- Cc1ccc(S(=O)(=O)Nc2cccc3c2O[C@H](CN(C)C)[C@@H](C)CN([C@H](C)CO)C3=O)cc1
 : 3 | -0.1 | -1.2 | 5 | 1 | -1 | -13 | -5
- COc1ccc([N+](=O)[O-])cc1NC(=O)c1cn(-c2ccc(C)c(C)c2)c(=O)c2ccccc12
 : -7 | -0.1 | 0.2 | -5 | 0 | 3 | 12 | 4
- COc1ccccc1C(=O)Nc1ccc2c(C)cc(=O)oc2c1
 : 54* | 0.5 | 0.2 | 0 | -2 | -11 | -12 | -12
- CC1(c2nnc(-c3cccc(Cl)c3)o2)CC(c2cccc(F)c2)=NO1 (configuration not stated)
 : nt | 0.1 | 0.0 | 3 | 1 | -5 | -3 | -8
- CCC(=O)N1CCCCN2[C@@H](CO)[C@@H](c3ccc(C#Cc4ccccc4F)cc3)[C@@H]2C1
 : 1 | -0.4 | 0.0 | -3 | 5 | -1 | 12 | 3
- O=C(Nc1nccs1)c1ccc(Cl)cc1[N+](=O)[O-]
 : 11 | nt | nt | -1 | -4 | 2 | -3 | -12
- COc1ccc(-c2ccc3c(c2)O[C@H](CN(C)Cc2cccnc2)[C@@H](C)CN([C@H](C)CO)S3(=O)=O)cc1
 : -28 | 0.3 | -0.3 | -5 | -1 | 108* | 21 | -2
- O=C(NC1CC1)c1cc2c(s1)CS(=O)(=O)C2
 : 3 | nt | 0.1 | 11 | 0 | 63 | -13 | -18
- COc1ccc(OC)c(NC(=O)CCNC(=O)Cn2cnc3ccccc3c2=O)c1
 : nt | nt | 0.2 | 3 | 6 | -3 | -11 | nt
- COc1ccccc1N1CCN(C(=O)c2noc(C)c2[N+](=O)[O-])CC1
 : -3 | nt | 0.0 | 2 | -3 | 2 | -8 | 3
- COc1ccc2c3c(n(C)c2c1)[C@@H](CO)N(C(=O)c1ccncc1)CC31CN(CC2CC2)C1
 : nt | 0.3 | 0.0 | 0 | 0 | 18 | 40 | nt
- Nc1nc(-c2ccc(Oc3ccccc3)cc2)cs1
 : 68* | 0.4 | 0.1 | 1 | 3 | 2 | -7 | 1
- C[C@H](CO)N1C[C@H](C)[C@@H](CN(C)Cc2ccncc2)Oc2c(NC(=O)C3CCCCC3)cccc2C1=O
 : -1&0 | 0.3&-0.2 | 0.0&0.1 | -3&0 | -1&-1 | 2&-9 | 3&-13 | 9&-12
- CC1CCCC(C)N1NC(=O)c1cccc(S(=O)(=O)N2CCc3ccccc32)c1 (configuration not stated)
 : nt | 0.1 | -0.1 | 3 | 0 | 6 | -9 | nt
- Cc1ccc(OCCCC(=O)Nc2ccc(S(=O)(=O)N3CCOCC3)cc2)cc1
 : -15 | 0.7 | 0.4 | 0 | 0 | -1 | -12 | -2
- COc1ccc(-c2nnc(SCC(=O)NCC3CCCO3)o2)cc1 (configuration not stated)
 : 4 | 0.1 | 0.0 | -4 | 1 | 0 | 5 | 1
- C[C@H](O)C#Cc1ccc2c(c1)O[C@@H](CN(C)CC1CCOCC1)[C@H](C)CN([C@@H](C)CO)S2(=O)=O
 : -1 | 0.0 | -1.0 | -2 | -1 | -2 | 22 | -1
- COCC(=O)N1CCC(Oc2ccc(C(=O)NC3CCOC(C)(C)C3)cc2)CC1 (configuration not stated)
 : -2 | -0.8 | 0.0 | -3 | -3 | 6 | -10 | -14
- Cc1ccc(-n2ncc3c(NCCCN4CCCC4=O)ncnc32)c(C)c1
 : nt | 2.4 | -0.1 | 1 | -1 | -1 | -1 | nt
- COc1ccc(NC(=O)N(C)C[C@@H]2OCCCC[C@@H](C)Oc3ccc(NC(=O)Nc4ccccc4)cc3C(=O)N([C@@H](C)CO)C[C@H]2C)cc1
 : 0 | -0.1 | -0.1 | 1 | 1 | 2 | -31 | -4
- CCN(C[C@H]1N[C@@](CC)(C(=O)OC)[C@H]2C(=O)N(Cc3ccccc3)C(=O)[C@@H]12)C(C)=O
 : 0 | 0.3 | 0.1 | -2 | -1 | -2 | -2 | -4
- O=C(c1ccccc1NS(=O)(=O)c1cccc([N+](=O)[O-])c1)N1CCCC1
 : 1 | 0.0 | -0.1 | 1 | -2 | 2 | -4 | -2
- O=C(O)CSc1ncnc2sc(-c3ccccc3)cc12
 : nt | nt | 0.0 | 0 | 4 | 2 | 3 | nt
- Cc1ccn2c(CNCCn3nc(C)cc3C)c(C(=O)N3CCCCCC3)nc2c1
 : -5 | 1.2 | -0.3 | 6 | 0 | 49 | -5 | 1
- CC(=O)Nc1ccc(C(=O)N2CCCC(c3cc(C(=O)NCc4ccc(F)cc4)no3)C2)cc1 (configuration not stated)
 : -7 | 0.3 | 0.0 | 7 | 9 | 0 | -7 | -19
- CCOC(=O)c1c(C)[nH]c(NC(=O)NNC(=O)c2ccc(OC)cc2)c1C
 : -17 | -0.4 | 0.0 | 2 | -3 | 1 | -28 | 3
- O=C(NCc1ccccc1)C(c1ccccc1F)n1c(=O)c(-c2ccco2)nc2ccccc21 (configuration not stated)
 : nt | 0.1 | 0.0 | -3 | -1 | -1 | -87 | nt
- CCC(C)Sc1ccc([C@H]2N[C@@](CC(C)C)(C(=O)OC)[C@H]3C(=O)N(C)C(=O)[C@@H]23)cc1 (some centres not stated)
 : -4 | 0.1 | 0.0 | -2 | -2 | -12 | -32 | -9
- CC(C)NC(=O)Nc1ccc2c(c1)C(=O)N([C@@H](C)CO)C[C@H](C)[C@H](CN(C)C(=O)C1CCCCC1)OCCCC[C@H](C)O2
 : -3 | 0.2 | 0.0 | -8 | 1 | -16 | 12 | 0
